hiPSC survival = enhancers of human iPSC single-cell survival. hiPSC single-cell survival, ATPlite luminescence; 100% = ROCK inhibitor wells, 0% = DMSO. survival enhancement, % at 20 µM. hit rate 0.044% among 360,000; in the data active means survival enhancement above about 18%;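 further: cells exposed to compounds for 16 hours before the ATP read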
HIF-2a block = HIF-2a inhibition | AID 624352 | inhibition, % at 18.8 µM | hit rate 0.72% among 360,000 | 786-0 RCC cells HIF-2a reporter, luciferase luminescence, overnight;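 active means inhibition of the luminescence signal of 40% or more relative to plate controls, in a single-dose primary screen at 18.75 µM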
Shn3 inh set2 = inhibitors of Schnurri-3 3'UTR reporter in osteoblasts; Clone20 osteoblast Shn3 3'UTR firefly luciferase, 24 h; inhibition, % at 12.5 µM; hit rate 0.52% among 360,000;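 active means mean inhibition of at least 75% with every replicate also reaching 75%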;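 further: 0% = median of neutral control wells and 100% = pilot-screen positive control compound; some compounds past the cut are filed as inactive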
Peg3 prom inh = reduces Peg3 promoter-driven luciferase expression in HeLa | HeLa PEG-Prom luciferase reporter, luminescence, overnight | inhibition, % at 20 µM | hit rate 1.7% among 360,000 | AID 588405;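 active means inhibition of at least 50% at 20 µM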
NR2E3 ag-1 = agonists of human nuclear receptor NR2E3. Q9Y5X4. GST-NR2E3/biotin-RetCOR TR-FRET, 1536-well. inhibition of corepressor binding, % at 4.78 µM. hit rate 0.12% among 320,000. AID 2300;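 active means percent inhibition above the cutoff of mean plus 3 SD of all tested compounds, set per screening campaign, cut at about 20% in these data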;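 further: 0% = DMSO wells and 100% = biotin wells as full block of FRET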
Target sequence (Q9Y5X4 whole entry, looked up): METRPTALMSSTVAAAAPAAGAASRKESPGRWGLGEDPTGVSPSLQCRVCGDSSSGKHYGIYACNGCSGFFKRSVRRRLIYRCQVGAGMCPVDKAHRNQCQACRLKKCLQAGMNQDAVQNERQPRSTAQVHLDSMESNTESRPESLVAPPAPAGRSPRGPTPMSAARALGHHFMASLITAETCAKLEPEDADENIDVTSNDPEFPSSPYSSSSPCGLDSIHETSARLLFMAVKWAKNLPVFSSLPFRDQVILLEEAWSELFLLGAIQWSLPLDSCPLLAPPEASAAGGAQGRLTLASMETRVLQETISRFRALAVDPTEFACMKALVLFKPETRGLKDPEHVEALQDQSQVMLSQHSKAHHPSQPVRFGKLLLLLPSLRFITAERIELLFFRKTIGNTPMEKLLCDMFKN
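Material – GST-tagged NR2E3 plus biotinylated RetCOR corepressor · Quantity – NR2E3 fusion 1.35 nM · Times – 5 h incubation at 4 °C · Medium – pH 7.5 Tris-based buffer · Technique – TR-FRET, Eu(K)-anti-GST donor, streptavidin-D2 acceptor, ex 340, em 617/671 nm · Benchmarks – high control biotin, low control 0.6% DMSO · Format – 1536-well plates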
TWEAK-Fn14 inh = inhibitors of TWEAK-Fn14 interaction signaling | TWEAK-stimulated Fn14 reporter cells, luciferase luminescence, 8 h | inhibition, % at 10 µM | hit rate 2% among 360,000 | AID 1159606; in the data active means inhibition above about 50%
KKLEB tox = reduces viability of KKLEB cystic fibrosis airway cells; KKLEB CF airway cells viability, ATPlite luminescence, overnight; hits give low values; cells stimulated with P. aeruginosa culture filtrate; AID 602141; hit rate 0.36% among 360,000; activity change (cytotoxicity), % at 5 µM;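 active means corrected activity change at or below -50% at 5 µM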
aDG glyco act = increases alpha dystroglycan glycosylation. activation, % at 10 µM. hit rate 0.22% among 360,000. Pro5-aDG cells, alpha-DG glycosylation AlphaScreen (IIH6); 0% Pro5, 100% B10-LARGE cell signal;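 active means activation of at least 8% versus controls, or a plate z-score of at least 8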;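 further: Pro5 are CHO cells carrying HIG-tagged alpha-DG that lacks glycosylation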
NR2E3 ag-2 = agonists of human NR2E3 nuclear receptor | Q9Y5X4 | CHO-S Gal4-NCOR/VP16-NR2E3 two-hybrid, luciferase | inhibition of corepressor binding, % at 3.98 µM | hit rate 0.35% among 360,000 | AID 602229;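 active means inhibition above the mean of all tested compounds plus 3 SD, cut at about 70% in these data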;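 further: 0% = DMSO with NR2E3 transfected cells and 100% = cells lacking NR2E3 construct; higher means lower luciferase signal from less NR2E3 corepressor binding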
MITF TRPM1 inh = MITF TRPM1 promoter inhibition in SK-MEL-5 cells | SK-MEL-5 TRPM1 promoter luciferase, 24 h | inhibition, % at 12.5 µM | hit rate 0.83% among 330,000;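 active means mean inhibition across replicates of 60% or more, whatever share of single replicates reaches that level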; further: values of inactives mirror those of a sister screen read the other way
CF NFkB block = inhibitors of cystic fibrosis induced NF-kB; KKLEB NF-kB-GFP reporter, PAF-induced, GFP fluorescence overnight; inhibition, % at 5 µM; hit rate 0.86% among 360,000;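 active means at least 50% inhibition at 5 µM, scaled per plate between neutral and stimulator controls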;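 further: PAF is a Pseudomonas aeruginosa culture filtrate used as stimulus; plate controls were PAF-stimulated DMSO wells for no effect and unstimulated DMSO wells for full effect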
The depositor's hits bear a star; / = no result given.

SMILES	hiPSC survival	HIF-2a block	Shn3 inh set2	Peg3 prom inh	NR2E3 ag-1	TWEAK-Fn14 inh	KKLEB tox	aDG glyco act	NR2E3 ag-2	MITF TRPM1 inh	CF NFkB block
COc1ccccc1CC(NC(C)=O)C(=O)NC1CCN(S(=O)(=O)c2ccc(NC(C)=O)cc2)CC1 (centres undefined)	-0.5	10	-21	-60	0	13	-2	-0.1	-11	-7	1
COc1ccc(C(=O)CSc2nnc(CN3CCCCC3)n2-c2ccc(Cl)cc2)cc1OC	6.4	7	12	5	-2	3	-1	0.0	-19	-4	7
Cc1ccc(-c2cc(C(F)(F)F)n3nc(C(=O)NCCCn4ccnc4)cc3n2)cc1C	0.6	-13	-15	11	0	-21	-4	0.1	-28	-17	-12
Cc1ccc(COc2cccc3c2CCN(Cc2ccc(F)cc2)C3=O)cc1	0.3	5	14	12	-1	34	1	0.9	-18	5	11
Cc1noc(C)c1/C=N/Nc1ccccn1	0.4	-32	-4	-32	0	-15	4	0.0	-26	-7	-14
O=C(O)c1ccc(N/N=C/c2ccc(-c3cccc(Cl)c3)o2)cc1	-0.4	-304	-22	-241	-7	-1	0	0.1	-107	-67	22
O=C(CCCOc1ccccc1)Nc1cccc(S(=O)(=O)N2CCCCCC2)c1	2.6	-16	0	19	3	9	0	0.0	-5	2	-38
COc1ccc(S(=O)(=O)NCC(=O)N(CC(=O)NCC2CCCO2)c2c(C)cccc2C)cc1 (centres undefined)	-2.9	12	-8	-5	1	1	6	-0.1	-14	2	4
COC(=O)[C@H](Cc1c[nH]c2ccccc12)NC(=O)Nc1ccccc1OC	0.2	16	6	-1	2	-7	-5	-0.2	-12	5	-8
COc1cc(OC)c(OC)cc1CNC(=O)c1cc(=O)[nH]c2ccccc12	0.0	13	6	17	-2	11	-6	-0.1	24	2	14
O=C1CC(=O)C(n2cncn2)C(c2c(F)cccc2Cl)C1 (centres undefined)	-2.0	8	10	-3	1	-7	6	0.1	5	8	8
COc1ccc(C2=NN(c3ccccc3)C(=O)/C2=C\c2ccc(O)c(OC)c2)cc1	1.2	-29	-2	0	-1	-52	6	-0.2	2	-17	-12
O=C(O)c1cccc(NC(=O)c2ccc3c(c2)C(=O)N(c2ccccc2)C3=O)c1	-0.1	1	-11	-19	0	4	10	0.0	-24	5	-22
CCN(CC)S(=O)(=O)c1ccc(N2CCCC2)c(NC(=O)CSCc2c(C)noc2C)c1	0.5	3	-7	12	/	7	-6	0.2	-41	/	-2
CC(=O)NCC(=O)OCC(=O)c1ccc(C)cc1	-2.3	1	-4	1	2	4	-1	-0.1	-16	4	-6
O=C1NC[C@H](CCCCN2C[C@H](Cc3ccc(O)cc3)N(CC3CCCCC3)C(=O)C2=O)N(CC2CCCCC2)C1=O	-0.3	-4	/	/	/	0	/	-0.2	-21	/	/
Cc1cc(=O)oc2cc(OCC(=O)N3CCN(C(=O)c4ccco4)CC3)ccc12	-0.4	6	10	13	4	-26	5	-0.3	-19	-8	-11
CCN1CCN(CC(=O)Nc2cc(C)on2)CC1	-0.9	-5	11	-10	2	6	-5	0.9	4	6	6
CCNC(=O)C1(C)CCCN(C(=O)C2(c3ccc(Cl)cc3)CCCC2)C1 (centres undefined)	3.2	11	9	-8	/	0	12	0.2	9	/	-51
Cc1oc2cc(Br)c(O)c(Br)c2c1C(=O)c1ccccc1	-0.5	1	16	-70	/	-25	-2	-0.2	-121	-11	8
COc1ccccc1NC(=O)CCS(=O)(=O)c1ccc2c(c1)oc(=O)n2C	-0.6	6	-11	2	0	10	1	-0.2	12	10	-3
O=C(Cc1nc2ccccc2[nH]c1=O)c1ccccc1	-0.6	-270	-61	-303	/	31	-8	1.0	-82	-23	-17
O=C(Nc1c(-c2cccs2)nc2ccccn12)c1ccccc1F	0.3	12	-3	7	3	13	-9	0.3	-19	-1	-18
O=C(CN(Cc1ccco1)C(=O)CNS(=O)(=O)c1ccccc1)NC1CCCCC1	0.7	1	5	14	/	-1	-3	-0.4	-2	6	6
CCOC(=O)c1c(NC(=O)c2cccnc2Cl)sc(C(=O)N(C)C)c1C	-0.6	5	12	5	-2	2	-14	0.4	-23	-10	22
Later entries.
SMILES	hiPSC survival	HIF-2a block	Shn3 inh set2	Peg3 prom inh	NR2E3 ag-1	TWEAK-Fn14 inh	KKLEB tox	aDG glyco act	NR2E3 ag-2	MITF TRPM1 inh	CF NFkB block
Cc1ccc(-n2nnc3c(=O)n(CC(=O)N4CCCC4)cnc32)cc1	-1.5	-2	-21	3	3	-10	14	-0.3	-20	6	-1
CCCc1nc2c(C)cc(Br)cn2c1Cc1cccc(F)c1	-0.8	-95	-11	-87	/	13	-18	0.0	-52	/	-4
CCOc1cc(CNC(=O)CN2C(=O)c3ccccc3S2(=O)=O)ccc1OC	-0.1	3	-12	-4	5	-4	-7	-0.1	2	4	10
S=C(NCCN1CCOCC1)Nc1cccc(Cl)c1	0.7	4	3	-7	-4	31	3	-0.1	25	3	11
Cc1nn(C)c(C)c1Sc1ccccc1N	0.0	3	-3	9	6	42	0	0.5	-17	14	-8
NS(=O)(=O)c1ccc(CCNC(=O)C2CCN(S(=O)(=O)c3ccc(Br)s3)CC2)cc1	0.8	8	46	9	2	-16	-4	-0.6	-27	5	1
CN(C)CCn1c(=O)n(C2CCCCC2)c(=O)c2c3c(sc21)CCCCC3	-0.7	7	16	14	-4	-10	-5	-0.1	16	-9	17
CCOc1ccc(CSc2nc(C)cc(COC)c2C#N)cc1OCC	-0.2	8	-5	20	-1	-6	-2	0.1	-6	8	23
COc1ccc(/C=C2\SC(=S)N(CCC(=O)NC3=NCCS3)C2=O)cc1OC	2.6	54*	24	-4	3	47	-1	0.0	0	7	-2
CC(=O)c1ccc(N2CCN(C(C)C(=O)NC3CCCc4ccccc43)CC2)cc1 (centres undefined)	-0.4	12	8	9	4	16	-1	0.0	-3	2	4
CC(O)Cc1nsc(NC(=O)c2ccc(Br)o2)n1 (centres undefined)	-0.4	6	9	-13	4	1	-6	-0.2	-5	-6	6
COc1cccc2cc(C(C)N(CCCN3CCOCC3)C(=O)Nc3ccc(Cl)cc3)oc12 (centres undefined)	-0.4	5	0	8	2	1	0	-0.4	-21	0	5
c1coc(CN2CCN(C(c3cccs3)c3nnnn3C3CCCC3)CC2)c1 (centres undefined)	-4.0	17	8	21	1	0	-1	0.1	-9	1	10
CN1OC[C@@H]2CN(S(=O)(=O)c3cccc4ccccc34)[C@H](c3ccc(-c4cccnc4)cc3)C[C@@H]21	1.6	28	-7	19	/	-3	14	-0.2	7	/	-9
O=C(COc1c(CO)cc(Br)cc1CO)NC1CCCc2ccccc21 (centres undefined)	-0.3	18	-3	-1	-2	-8	18	0.1	-22	13	-2
Cc1c(NS(=O)(=O)c2ccc(NC(=O)CCC(=O)O)cc2)c(=O)n(-c2ccccc2)n1C	-0.2	10	3	5	-4	11	1	-0.1	-1	10	-11
CCCCC(O)(CCCC)C(=O)NN(C(=O)c1cccnc1Cl)c1ccccc1	-0.1	2	11	20	2	-15	-6	0.0	-1	-3	-6
COc1cccc(Cn2cnc(-c3ccccc3OC)c2-c2ccco2)c1	-0.8	17	/	/	/	8	/	-0.2	4	/	/
Cc1cccc2c1cnn2C(=O)Nc1ccccc1Cl	-0.7	-232	-6	-289	2	3	-5	-0.1	-26	-14	-10
Cc1ccc(C)c2c1[nH]c1ccccc12	0.9	12	3	8	-5	16	7	-0.3	-2	1	3
Cc1cccc(N2CCN(C(=O)CSc3nc4ccccc4nc3N3CC(C)OC(C)C3)CC2)c1C (centres undefined)	-0.6	2	9	45	-1	28	-18	-0.1	-28	20	0
O=S1(=O)CC(N2CCCCC2)CN1Cc1cn(Cc2ccc(Cl)cc2)nn1 (centres undefined)	0.3	2	/	/	/	3	/	0.3	-19	/	/
COc1cccc(C2c3c(C)nn(-c4ccc([N+](=O)[O-])cc4)c3N=C3C(=O)Nc4ccccc4N32)c1 (centres undefined)	-0.3	9	43	34	1	16	-4	-1.1	21	3	-8
CN1CCN(C(=O)c2ccc(Cl)c(S(=O)(=O)N3CCCCCC3)c2)CC1	-0.2	9	-13	-1	4	8	3	0.1	20	5	2
CCCc1oc2c(c(=O)c1CC)C(=O)CC(C)(C)C2	7.0	21	4	8	-2	-1	-4	-0.2	-4	-5	-6
(more compounds)
SMILES	hiPSC survival	HIF-2a block	Shn3 inh set2	Peg3 prom inh	NR2E3 ag-1	TWEAK-Fn14 inh	KKLEB tox	aDG glyco act	NR2E3 ag-2	MITF TRPM1 inh	CF NFkB block
Cc1c(NC(=O)c2cccc(NC(=O)Cc3c(F)cccc3Cl)c2)c(=O)n(-c2ccccc2)n1C	-0.2	-1	20	7	1	-28	8	0.1	22	11	-18
FC(F)(F)C1CC(c2cccs2)Nc2ncnn21 (centres undefined)	-1.0	8	10	15	-2	-8	-8	-0.2	-3	-5	11
COC(=O)c1cnc(SC)nc1C	2.0	-2	-8	3	-2	2	12	-0.3	-10	-6	0
COc1ccc(C(C)(O)c2nc(-c3cccc(F)c3)cs2)cc1 (centres undefined)	-0.7	6	-5	25	/	9	-6	0.0	-44	/	-2
O=C1NC(=Nc2ccc(Cl)cc2)SC1Cc1cc(Cl)ccc1Cl (centres undefined)	2.2	6	9	11	-1	14	-5	-0.1	-18	-4	-3
O=C(CCN1C(=O)/C(=C/c2ccccc2Cl)SC1=S)Nc1ccccc1C(=O)O	0.2	5	-8	5	0	10	2	0.1	-24	11	12
CCC(C)NC(=O)CN(C)S(=O)(=O)c1ccc2c(c1)c(=O)n(C)c(=O)n2C (centres undefined)	1.3	12	8	2	2	-9	-3	0.0	3	/	-16
CCOc1cc(C2C3=C(CC(C)(C)CC3=O)N(CCOC)C3=C2C(=O)CC(C)(C)C3)ccc1OC	0.3	22	-6	19	6	6	2	-0.1	3	3	6
CCOC(=O)C(=O)Nc1cc([N+](=O)[O-])ccc1C	0.6	10	-8	16	-2	7	-2	-0.1	19	4	9
Cc1cc(C)n2[nH]c(=O)cc2n1	-1.6	-1	-16	-3	/	10	-9	-0.2	-49	/	-9
O=C(COc1ccc2c(-c3ccccc3)cc(=O)oc2c1)NCCN1CCOCC1	0.2	4	24	0	-3	-10	-4	0.3	-14	10	-11
COc1cc(NC(=O)CCCNC(=O)Cn2cnc3sc(C)c(C)c3c2=O)cc(OC)c1OC	-0.3	12	-7	-10	1	-9	6	-0.1	-30	12	-8
COc1cccc(CC(NC(C)=O)C(=O)NC2CCN(S(=O)(=O)c3ccc(F)cc3)CC2)c1OC (centres undefined)	-0.7	14	-2	4	-2	1	4	0.1	19	2	0
CS(=O)(=O)N(CC(N)=O)c1ccc2c(c1)OCO2	-1.6	16	-2	8	2	-27	-16	-0.3	-18	-2	-5

Bioassay records: PubChem, several laboratories
